Source: PubChem (Sanford-Burnham Center for Chemical Genomics)
CHOP UPR activ: apoptotic UPR (CHOP) activation; activation, % at 10 µM; CHO-CHOP luciferase reporter, luminescence; percent of tunicamycin response over DMSO baseline; 0.34% of 330,000 active; AID 449763;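 active = at 10 µM dose, activation of 40% or more, normalized to positive control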;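 also: 100% = tunicamycin at 10 µg/mL and 0% = DMSO alone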
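Material: CHO-CHOP cells, stable luciferase reporter of PERK-eIF2a-CHOP signalling; quantity: 500 reporter cells seeded per well; buffer or medium: F12 medium containing 10% fetal bovine serum; compound: one dose, 10 µM in 0.5% DMSO; incubation: 6 h compound treatment, 37 °C; measured by: Steady-Glo luciferase luminescence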
tim23-1 inh: tim23-1 yeast growth inhibition; S. cerevisiae tim23-1 growth, BacTiter-Glo luminescence, 24 h; inhibition, % at 20 µM; 1.3% of 330,000 active; AID 463212;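 active = growth inhibition of the mutant yeast at or above 50%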;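 also: temperature-sensitive mutant grown at 25 °C; plate controls were DMSO-treated mutant yeast for no effect and medium wells lacking yeast for full effect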
tim10-1 inh: inhibits growth of tim10-1 mutant yeast; S. cerevisiae tim10-1 ts strain growth, BacTiter-Glo, 24 h; 2.2% of 330,000 active; inhibition, % at 20 µM;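 active = inhibition of at least 40%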;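 also: mutant grown at 25 °C; 0% = DMSO wells with yeast and 100% = wells holding no yeast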
UPR XBP1 act: activators of adaptive arm of unfolded protein response (XBP1); 0.33% of 330,000 active; CHO-XBP1 luciferase reporter, IRE1-XBP1 UPR activation, luminescence; percent of tunicamycin response, DMSO as zero; activation, % at 20 µM;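 active = versus positive control, 20 µM dose yields 30% or more activation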;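 also: 100% = tunicamycin at 10 µg/mL and 0% = DMSO only wells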
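Material: CHO-XBP1 cells stably carrying IRE1-XBP1-driven luciferase reporter | Medium: F12 with 10% serum | Compound dosing: 20 µM single concentration, DMSO 1% | Incubation: Overnight seeding at 37 °C, 6 h compound treatment at 37 °C | Detection: Steady-Glo luminescence read | Read-out basis: % activation of reporter signal versus tunicamycin and DMSO controls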
APJ antagonist: blocks the human apelin receptor APJ | P35414 | CHO-K1 APJ beta-arrestin complementation, luminescence | inhibition, % at 20 µM | 0.32% of 330,000 active;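 active = inhibition above about 40% at 20 µM, limit read from the data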;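 also: cells challenged with 10 nM apelin-13 agonist together with compound; plate controls were apelin-13 plus DMSO wells for no effect and DMSO wells lacking apelin-13 for full effect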
Target sequence (P35414 whole entry, looked up): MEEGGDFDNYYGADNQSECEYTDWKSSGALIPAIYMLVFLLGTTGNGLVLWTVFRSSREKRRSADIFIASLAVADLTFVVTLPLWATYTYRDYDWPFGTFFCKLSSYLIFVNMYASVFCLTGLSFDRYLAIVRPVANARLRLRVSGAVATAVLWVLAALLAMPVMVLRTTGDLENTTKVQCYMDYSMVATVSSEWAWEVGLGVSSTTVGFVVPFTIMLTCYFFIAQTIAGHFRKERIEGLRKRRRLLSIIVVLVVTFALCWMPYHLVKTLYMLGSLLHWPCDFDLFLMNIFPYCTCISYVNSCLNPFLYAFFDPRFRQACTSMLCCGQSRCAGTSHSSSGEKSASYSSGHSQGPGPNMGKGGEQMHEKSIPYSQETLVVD
CXCR6 block: CXCR6 (human) receptor inhibition; CHO-K1 PathHunter CXCR6 beta-arrestin, luminescence; O00574; inhibition, % at 20 µM; 0.36% of 360,000 active; in the data active = inhibition above about 34%, passing the limit was not always enough;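 also: antagonist mode with CXCL16 agonist at 10 nM final; 0% = 10 nM CXCL16 with DMSO and 100% = unstimulated wells without agonist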
Target sequence (O00574 whole entry, looked up): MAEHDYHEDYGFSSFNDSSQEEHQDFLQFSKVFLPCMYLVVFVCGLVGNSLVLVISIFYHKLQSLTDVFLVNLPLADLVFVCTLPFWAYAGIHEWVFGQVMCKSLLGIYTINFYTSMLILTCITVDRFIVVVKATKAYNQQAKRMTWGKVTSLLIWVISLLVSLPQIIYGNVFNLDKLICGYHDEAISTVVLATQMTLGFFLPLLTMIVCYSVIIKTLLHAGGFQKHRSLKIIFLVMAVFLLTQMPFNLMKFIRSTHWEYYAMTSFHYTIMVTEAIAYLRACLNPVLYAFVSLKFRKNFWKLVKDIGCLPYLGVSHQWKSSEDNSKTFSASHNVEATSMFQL
TIM10 inh: growth inhibitors of TIM10 yeast strain. 1.4% of 330,000 active. S. cerevisiae TIM10 strain growth, BacTiter-Glo luminescence, 24 h. inhibition, % at 10 µM;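 active = inhibition of 40% or more at the single tested concentration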;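 also: wild-type TIM10 isogenic control strain grown at permissive 25 °C; 0% = DMSO yeast wells and 100% = minimal medium wells without yeast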
Mdm2-MdmX inh: disrupts the human Mdm2-MdmX interaction; O15151+Q00987; 3% of 330,000 active; AID 485346; inhibition, % at 8 µM; SaOS-2 split-luciferase Mdm2/MdmX complementation, luminescence;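 active = inhibition of at least 50% at 8 µM in the primary screen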
APJ agonist: agonists of human APJ apelin receptor. activation, % at 20 µM. CHO-K1 APJ PathHunter beta-arrestin, luminescence; 0% DMSO wells, 100% apelin. AID 2520. 0.11% of 330,000 active;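 active = activation more than six SD over the plate average, tested at 20 µM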;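 also: 0% = DMSO alone and 100% = apelin-13 at 10 nM; some results filed as inactive read as strong as hits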
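system = engineered CHO-K1 APJ arrestin reporter cells | input = 1000 cells per well | timing = overnight seeding, 90 min compound at 25 °C, 1 h detection | measured by = enzyme-fragment complementation luminescence | read-out = beta-arrestin recruitment to APJ as agonist activity, luminescent signal | control set = negative DMSO alone, positive Apelin-13 at 10 nM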
* = called active by the depositor. The list is partial, so the mix of outcomes need not match the whole.

SMILES	CHOP UPR activ	tim23-1 inh	tim10-1 inh	UPR XBP1 act	APJ antagonist	CXCR6 block	TIM10 inh	Mdm2-MdmX inh	APJ agonist
COc1ccccc1-c1cc(C(F)(F)F)nc(S(C)(=O)=O)n1	136*	-9	13	-5	-4	29	18	97*	-1
O=C(COC(=O)c1ccccn1)NCc1ccccc1Cl	0.4	7	2	0	10	-4	12	-11	-3
Cc1ccc(NC(=O)c2ccc(=O)[nH]n2)cc1C	0.7	13	27	3	11	-3	11	-21	-4
Cc1cc(C)nc(SCC(=O)NNC(=O)c2ccccc2C)n1	-1.8	21	1	1	-5	-27	8	-4	-3
N#CCC(=O)NC(=O)NCC1CC1	-1.3	-12	2	5	14	7	-1	-42	5
CC(C)(C)C1CCC(=NNC(=O)C(=O)NCc2ccco2)CC1 (stereo not given)	-0.1	7	11	0	-16	8	0	5	-1
COc1ccccc1NC=C1C(=O)OC2(CCCCC2)OC1=O	-0.2	22	40*	2	0	0	17	-4	-3
COc1ccccc1Nc1nc(-c2cccnc2)cs1	6.9	31	-30	5	-12	-2	21	-21	1
CCCNC(=S)Nc1ccc(Cl)cc1Cl	0.6	23	12	-1	2	2	12	-12	-2
O=C(Nc1ccc2nc3n(c(=O)c2c1)CCCCC3)C(=O)N1CCN(c2ccc(F)cc2)CC1	-0.8	19	27	3	10	3	1	38	-2
O=C(Nc1nnc(C(F)(F)F)s1)c1c(F)cccc1F	2.4	21	22	-1	2	-2	-5	16	2
O=C1c2ccccc2C(=O)N1CN(C(=O)COc1ccccc1)c1ccc(F)cc1	4.3	20	39	0	-2	1	-2	10	-4
CCC1CCCCN1C(=O)COC(=O)COc1ccc(Br)cc1 (stereo not given)	0.8	27	-1	0	-17	1	8	-26	-1
CCN(CC)S(=O)(=O)c1ccc(/C=C/C(=O)OCC(=O)NC(=O)C2COc3ccccc3O2)cc1 (stereo not given)	-1.4	5	14	-2	4	6	-3	-12	0
O=C(NCCC1=CCCCC1)C1CCN(S(=O)(=O)c2ccccc2C(F)(F)F)CC1	1.9	2	12	-1	0	-6	1	14	1
Cc1nnsc1C(=O)N1CCCC(Nc2ccc(F)c(F)c2)C1 (stereo not given)	2.8	-5	-5	-2	16	-19	-7	-18	-4
COc1ccc(C2C(C(=O)c3cccs3)=C(O)C(=O)N2c2cccc(C)n2)cc1 (stereo not given)	0.3	7	2	-1	-3	-11	-19	4	-1
CCN(C(=O)Cn1nc(C(=O)O)c2ccccc2c1=O)C1CCCCC1	0.2	14	24	-2	9	6	11	16	-4
COc1cc(NC(=O)CSc2nc(C)cs2)cc(OC)c1	-1.5	15	20	0	-9	-10	0	6	-3
CC(=O)Nc1ccc(S(=O)(=O)N2CCC(C(=O)NCCc3ccc(Cl)cc3)CC2)cc1	4.7	8	9	-5	15	-8	-1	5	-2
O=C(NCCC1=CCCCC1)c1ccc(F)cc1	0.0	8	11	0	-8	0	-23	-91	0
CCOc1ccc(N(CC(=O)NC(C)(C)C)C(=O)CCC(=O)Nc2nccs2)cc1	0.4	-2	-10	-2	12	-11	-4	25	1
Cc1ccccc1NC(=S)N(Cc1ccco1)C(C)c1cccs1 (stereo not given)	0.5	38	11	-1	0	2	20	-34	-3
Clc1ccccc1CSc1nnc(-c2ccncc2)o1	2.6	36	3	1	-15	-3	-12	-72	-1
Cc1cccc(NC(=S)Nc2ccc(Cl)c(Cl)c2)c1	-0.8	61*	50*	0	9	-4	24	13	-3
CCOC(=O)C1CCN(C(=O)c2cc3cc(F)ccc3[nH]2)CC1	2.0	16	16	-3	-27	4	-3	5	-3
COc1ccc2c(c1)CCc1c(C(=O)Nc3ccc(OC)c(OC)c3)noc1-2	2.4	20	8	4	3	-1	8	23	7
O=C(CN(c1ccccc1)S(=O)(=O)c1ccc(F)cc1)NC1CCCCCC1	0.0	6	10	1	1	2	3	12	2
Cc1ccc(O)c(NC(=O)c2cc(-c3cccs3)on2)c1	9.5	0	-13	4	12	1	5	-65	-2
Cc1csc(NC(=O)c2ccc(Cl)nc2)n1	5.7	-3	-13	0	5	0	9	-21	-2
COc1ccc(N2CC(NS(=O)(=O)c3ccc4ccccc4c3)CC2=O)cc1OC (stereo not given)	-1.3	13	7	-5	2	-3	8	28	-5
CCOC(=O)c1c(-c2cccs2)csc1NC(=O)CN1CCOCC1	-1.3	12	7	2	8	4	4	9	-2
O=C(N/N=C/c1ccc(OC(F)F)cc1)c1cccc(S(=O)(=O)N2CCOCC2)c1	-0.6	0	8	2	3	-6	5	8	0
O=c1c2ccccc2nnn1Cc1ccc2ccccc2c1	3.1	16	20	-1	4	-5	7	3	-4
Cc1cccc(C(=O)C2CCN(S(=O)(=O)c3cccc(C(=O)O)c3)CC2)c1	1.7	3	-7	-4	14	0	-6	-10	-1
Cc1ccc(NC(=O)CN2CCN(C(=O)C3CCCO3)CC2)c(C)c1 (stereo not given)	3.2	-11	-21	-7	7	9	4	10	5
CC1=NNC(=O)/C1=C\c1cn(-c2ccccc2)nc1-c1ccc(Cl)cc1	-10	89*	83*	-6	-27	-4	89*	100*	38*
COc1ccc(N2C(=O)CC(Sc3n[nH]c(-c4ccccc4)n3)C2=O)cc1 (stereo not given)	4.3	20	34	0	10	-23	23	15	-3
COc1cc(/C=N/NC(=O)C(Cc2c[nH]c3ccccc23)NC(=O)OCC(C)C)cc([N+](=O)[O-])c1O (stereo not given)	3.4	6	30	-1	44*	14	4	-6	-3
COc1ccc(CCNC(=O)c2cccnc2)cc1OC	0.3	6	5	0	14	8	-1	5	-3
CCOC(=O)C1=C(COC(=O)c2cc(OC)c(OC)cc2[N+](=O)[O-])NC(=O)NC1C (stereo not given)	0.6	0	-11	1	8	-8	-9	30	6
COC(=O)c1ccc(/C=C2/C(=O)Oc3ccccc32)cc1	-2.2	34	40	-4	11	4	26	-1	-3
CN1CCc2c(OCc3ccc(F)cc3)cccc2C1=O	0.7	18	11	1	-1	1	8	-9	0
CC1CCCCC1NC(=O)c1ccc(S(=O)(=O)NCC2CCCO2)cc1 (stereo not given)	0.5	2	6	-3	-10	5	-6	4	5
CC1CC(C)(C)N2C(=O)C(=C(C#N)C#N)c3cccc1c32 (stereo not given)	4.4	70*	71*	-4	-63	-8	54*	24	4

Gathered by group: the compounds so far containing an NH in an aromatic ring.
SMILES	CHOP UPR activ	tim23-1 inh	tim10-1 inh	UPR XBP1 act	APJ antagonist	CXCR6 block	TIM10 inh	Mdm2-MdmX inh	APJ agonist
Cc1ccc(NC(=O)c2ccc(=O)[nH]n2)cc1C	0.7	13	27	3	11	-3	11	-21	-4
CCOC(=O)C1CCN(C(=O)c2cc3cc(F)ccc3[nH]2)CC1	2.0	16	16	-3	-27	4	-3	5	-3
COc1ccc(N2C(=O)CC(Sc3n[nH]c(-c4ccccc4)n3)C2=O)cc1 (stereo not given)	4.3	20	34	0	10	-23	23	15	-3
COc1cc(/C=N/NC(=O)C(Cc2c[nH]c3ccccc23)NC(=O)OCC(C)C)cc([N+](=O)[O-])c1O (stereo not given)	3.4	6	30	-1	44*	14	4	-6	-3

(list continues)
SMILES	CHOP UPR activ	tim23-1 inh	tim10-1 inh	UPR XBP1 act	APJ antagonist	CXCR6 block	TIM10 inh	Mdm2-MdmX inh	APJ agonist
COc1ccc(NC(=O)N2CCOCC2)cc1OC	1.6	17	4	-2	0	-2	3	0	-2
CCc1nnc(SCC(=O)NCCC2=CCCCC2)nc1CC	1.5	5	10	-4	15	1	-9	13	3
Cc1ccc(CC(=O)Nc2ccc(OC(F)F)c(Cl)c2)cc1C	1.1	9	16	2	-17	0	19	16	-2
CCCc1cc(Nc2ccccc2OCC)n2ncnc2n1	-1.1	15	21	1	8	-7	22	-6	-1
Cc1cccc(CSc2nnc(-c3ccco3)o2)c1	1.1	15	-1	4	9	1	9	6	-3
COCCNC(=O)CN(C(=O)CCC(=O)Nc1ccccn1)c1cc(C)ccc1C	2.3	6	-30	-5	11	-2	-15	-15	1
CN(C)S(=O)(=O)c1cccc(NC(=O)CCc2c[nH]c3ccccc23)c1	0.0	15	7	-1	5	0	8	-11	-3
S=c1[nH]nc(/C=C/c2ccccc2)o1	-2.0	-2	9	-2	3	-3	-12	9	-1
[N-]=[N+]=N[C@@H](CCN1CC[C@H](O)CCC1=O)c1ccccc1	0.6	-9	0	-1	-70	4	-1	8	-3
O=S1(=O)CC2N=C(N(Cc3ccc(F)cc3Cl)c3ccccc3F)SC2C1 (stereo not given)	2.8	16	16	-5	6	-6	16	16	-3
CCN(C(=O)COC(=O)CNC(=O)c1ccc(Cl)cc1Cl)c1c(N)n(Cc2ccccc2)c(=O)[nH]c1=O	-1.2	2	11	0	0	5	10	-8	-2
Cn1c(SCC(N)=O)nnc1-c1ccc(S(=O)(=O)N2CCCC2)cc1	-2.1	8	-9	-2	-7	-3	4	17	-2
O=c1c2ccccc2nc(-c2ccc(Cl)cc2Cl)n1CCCn1ccnc1	-1.9	15	9	-3	6	0	14	7	-4
OC[C@@H](O)[C@@H](O[C@H]1O[C@H](CO)[C@@H](O)[C@H](O)[C@H]1O)[C@H](O)[C@@H](O)CO	1.1	4	-18	-9	4	-1	14	17	0

With a hit mark in APJ antagonist, among the entries above:
compound	tim10-1 inh	APJ antagonist	CXCR6 block	Mdm2-MdmX inh
COc1cc(/C=N/NC(=O)C(Cc2c[nH]c3ccccc23)NC(=O)OCC(C)C)cc([N+](=O)[O-])c1O (stereo not given)	30	44*	14	-6

5 entries out of the list above, sorted by the value under Mdm2-MdmX inh, largest number first:
SMILES	tim10-1 inh	APJ antagonist	CXCR6 block	Mdm2-MdmX inh
Cn1c(SCC(N)=O)nnc1-c1ccc(S(=O)(=O)N2CCCC2)cc1	-9	-7	-3	17
O=S1(=O)CC2N=C(N(Cc3ccc(F)cc3Cl)c3ccccc3F)SC2C1 (stereo not given)	16	6	-6	16
[N-]=[N+]=N[C@@H](CCN1CC[C@H](O)CCC1=O)c1ccccc1	0	-70	4	8
CCN(C(=O)COC(=O)CNC(=O)c1ccc(Cl)cc1Cl)c1c(N)n(Cc2ccccc2)c(=O)[nH]c1=O	11	0	5	-8
CN(C)S(=O)(=O)c1cccc(NC(=O)CCc2c[nH]c3ccccc23)c1	7	5	0	-11
